From PubChem BioAssay
T cruzi growth = T. cruzi intracellular proliferation inhibitors, primary screen, cell-based, beta-gal Tulahuen parasites, NIH3T3 host, luminescence; AID 624255, 2012; inhibition, % at 8.34 µM; actives 5.9% (n = 77,000); T. cruzi beta-gal in NIH3T3, GalScreen luminescence, 90 h;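 active = mean inhibition above about 93%, with at least 55% of replicates each passing it, limit read from the data, passing the limit was not always enough; inconclusive = only one of those two conditions holds; inactive = neither condition holds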
KDM4C inh = inhibitors of GASC-1 (KDM4C) histone demethylase, primary screen, biochemical, single concentration HTS. GST-KDM4C 2-372, H3K9me3 peptide, LANCE TR-FRET. AID 720574, 2013. inhibition, % at 12.5 µM. Lysine-specific demethylase 4C (Homo sapiens), Q9H3R0. actives 0.15% (n = 96,000);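 active = mean replicate inhibition above about 25%, with at least 55% of replicates also reaching it, limit read from the data, passing the limit was not always enough; inconclusive = only one of those two conditions met; inactive = neither condition met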
Target sequence (Q9H3R0 2-372 limits assumed): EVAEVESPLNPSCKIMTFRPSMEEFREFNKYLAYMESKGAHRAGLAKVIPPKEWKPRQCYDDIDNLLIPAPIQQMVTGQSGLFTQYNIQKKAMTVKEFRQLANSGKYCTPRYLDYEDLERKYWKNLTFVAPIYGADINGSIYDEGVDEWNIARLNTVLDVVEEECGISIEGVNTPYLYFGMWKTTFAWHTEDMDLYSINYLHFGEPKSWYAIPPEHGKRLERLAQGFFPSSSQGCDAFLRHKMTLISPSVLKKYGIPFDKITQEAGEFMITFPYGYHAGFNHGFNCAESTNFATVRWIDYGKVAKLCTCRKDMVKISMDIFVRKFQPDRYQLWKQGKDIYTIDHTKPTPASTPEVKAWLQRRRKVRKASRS
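Test system – GST-tagged GASC-1 (JMJD2C) catalytic fragment, aa 2-372 · Medium – HEPES buffer, pH 7.5, plus ascorbate · Reagent – H3K9me3 peptide with Fe(II)/2OG · Compound – one test concentration per compound · Timing – 30 min reaction, 60 min detection, RT · Technique – TR-FRET with Eu antibody and ULight streptavidin, EDTA stop · Read-out basis – inhibition from TR-FRET ratio decrease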
C diff growth = C. difficile growth inhibitors, primary screen, HTS | Clostridium difficile clinical isolate growth, OD600, 24 h; hits give low values | growth activity, negative = inhibition, % at 16 µg/mL (by protocol) | actives 0.25% (n = 86,000) | AID 1259249, 2017;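 active = mean growth activity at or below -80% and every replicate also at or below -80%; inconclusive = mean at or below -80% but some replicate above -80%; inactive = mean growth activity above -80%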;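 note: 0% = DMSO wells and -100% = levofloxacin 16 µg/mL wells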
Pf Dd2 growth = P. falciparum Dd2 growth inhibitors, primary screen, SYBR Green fluorescence, single dose replicates; 72 h; hits give low values; activity change, % at 10 µM; actives 2.3% (n = 94,000); in the data active = activity change below about -80%; inconclusive = no clear call, values can overlap the other calls
Active calls of the source: *; ? = inconclusive; . = no result given; & = joins results of further samples. Compounds were not picked by outcome (roughly 7% active in at least one column).

canonical_smiles,T cruzi growth,KDM4C inh,C diff growth,Pf Dd2 growth
CN(C)C(=O)c1cccc(-c2ccc3c(c2)[C@@H]2[C@@H](CCN2C(=O)c2ccccc2F)[C@@H](CO)N3)c1,106*,1.0,-3,-13
Cc1noc(C)c1NC(=O)N(C)C[C@H]1Oc2c(NC(=O)C3CC3)cccc2C(=O)N([C@H](C)CO)C[C@@H]1C,6,-0.9,-1,13
C[C@@H]1CCCCO[C@@H](CN(C)C(=O)Cc2ccccc2)[C@@H](C)CN([C@H](C)CO)C(=O)c2cc(NS(=O)(=O)c3cn(C)cn3)ccc2O1,-9,5.3,-2,-59
Cc1noc(C)c1NC(=O)N(C)C[C@@H]1Oc2ccc(NS(=O)(=O)c3c(C)noc3C)cc2C(=O)N([C@@H](C)CO)C[C@@H]1C,-14,0.9,.,11
N#C[C@H]1[C@@H](c2ccccc2/C=C/c2ccccc2)[C@@H](CO)N1S(=O)(=O)c1ccccc1,.,-0.4,-3,-12
C[C@@H]1CCCCO[C@H](CN(C)C(=O)NC2CCCCC2)[C@@H](C)CN([C@H](C)CO)C(=O)c2cc(N(C)C)ccc2O1,63,4.1,0,3
C[C@@H]1CN([C@@H](C)CO)C(=O)c2cccc(NC(=O)Nc3ccc4c(c3)OCO4)c2O[C@@H]1CN(C)S(C)(=O)=O,12,3.2,-2,4
Cc1noc(C)c1NC(=O)Nc1cccc2c1O[C@@H](CN(C)S(C)(=O)=O)[C@H](C)CN([C@@H](C)CO)C2=O,27,0.8,-6,36
O=C(C[C@H]1CC[C@@H]2[C@H](COC[C@@H](O)CN2C(=O)Nc2ccc3c(c2)OCO3)O1)N1CCN(c2ccccc2)CC1,.,-1.5,-5&-7,-88*
COc1ccc(CN(C)C[C@@H]2Oc3ccc(NC(=O)CCN4CCOCC4)cc3C(=O)N([C@@H](C)CO)C[C@@H]2C)cc1,-37,-0.2,10,-2
N#C[C@@H]1N[C@H](CO)[C@H]1c1ccc(-c2cccc(F)c2)cc1,80,0.8,2,23
CO[C@@H]1CN(C)C(=O)c2cc(NS(=O)(=O)c3ccccc3)ccc2OC[C@H](C)NC[C@@H]1C,.,0.8,.,10
CO[C@@H]1CN(C)C(=O)c2ccc(NC(=O)C3CC3)cc2OC[C@@H](C)N(CCC(F)(F)F)C[C@H]1C,.,-1.2,-14,-21
COc1ccc(NC(=O)N(C)C[C@H]2Oc3ccc(NC(=O)Nc4cccc5ccccc45)cc3CC(=O)N([C@@H](C)CO)C[C@H]2C)cc1,-4,-0.3,-4,11
CCS(=O)(=O)N1CC2(CN(C(=O)Nc3c(C)noc3C)[C@@H](CO)c3[nH]c4cc(OC)ccc4c32)C1,.,0.0,3,25
CCC(=O)N(C)C[C@@H]1Oc2cc(C#CC(C)(C)O)ccc2S(=O)(=O)N([C@@H](C)CO)C[C@@H]1C,6,0.4,3,-34
C[C@H]1CN([C@@H](C)CO)C(=O)c2cc(N(C)C)ccc2O[C@H]1CN(C)Cc1ccc(-c2ccccc2)cc1,96,0.2,-12,-3
COc1ccc(CN(C)C[C@@H]2OCCCC[C@@H](C)Oc3ccc(NS(=O)(=O)c4ccc(C)cc4)cc3C(=O)N([C@@H](C)CO)C[C@H]2C)cc1,.,-1.4,.,-33
CC(=O)NC[C@@H]1[C@@H](c2ccc(C3=CCCC3)cc2)[C@H](CO)N1C(=O)NC(C)C,93,3.1,-6,2
CN(C)CC(=O)N[C@H]1CC[C@H](CCNC(=O)C2CCCC2)O[C@H]1CO,.,7.1,-2,15
COc1ccc(S(=O)(=O)N(C)C[C@@H]2Oc3ccc(NC(=O)Nc4ccc(C(F)(F)F)cc4)cc3CC(=O)N([C@H](C)CO)C[C@H]2C)cc1,-3,-2.9,-12,9
C[C@@H]1CN([C@@H](C)CO)C(=O)c2cccc(NC(=O)c3nc4ccccc4s3)c2O[C@H]1CN(C)Cc1ccc(C(=O)Nc2ccccc2N)cc1,104*,-0.1,.,-91*
CS(=O)(=O)Nc1ccc2c(c1)[C@@H]1C[C@H](CC(=O)NCc3ccc(Cl)cc3)O[C@@H](CO)[C@@H]1O2,46,-3.0,-5,-18
CC(=O)N1CC[C@@H]2[C@@H](CO)N(C)c3ccc(-c4ccc(C#N)cc4)cc3[C@@H]21,52,0.5,-3,3
CN1c2ccc(-c3cccc(C#N)c3)cc2[C@@H]2[C@@H](CCN2C(=O)c2ccc(F)cc2)[C@@H]1CO,82,-0.1,30,-26
CC(C)NC(=O)N(C)C[C@H]1Oc2c(NC(=O)c3ccc(-c4nccs4)cc3)cccc2C(=O)N([C@H](C)CO)C[C@@H]1C,2,-0.8,-2,13
CC=Cc1ccc2n(c1=O)C[C@H]1[C@H](CO)[C@@H](C(=O)Nc3ccccc3)N(CC3CC3)[C@@H]21 (mixture of isomers),71,2.8,5,-10
CCC(=O)N1[C@H](CO)[C@H](c2ccccc2)[C@H]1CN(CC)C(=O)c1cccc(F)c1,10,-0.6,12,-34
C[C@@H]1CN([C@@H](C)CO)C(=O)c2cc(NS(=O)(=O)c3cn(C)cn3)ccc2O[C@@H](C)CCCCO[C@H]1CN(C)Cc1ccc(C(=O)O)cc1,.,0.6,-4,1
CNC(=O)C[C@@H]1CC[C@H]2[C@H](COc3ccc(NC(=O)c4cccs4)cc3C(=O)N2C)O1,2,-1.2,-2,0

Results in Pf Dd2 growth, T cruzi growth and C diff growth (four entries from above):
canonical_smiles	Pf Dd2 growth	T cruzi growth	C diff growth
Cc1noc(C)c1NC(=O)N(C)C[C@@H]1Oc2ccc(NS(=O)(=O)c3c(C)noc3C)cc2C(=O)N([C@@H](C)CO)C[C@@H]1C	11	-14	.
N#C[C@H]1[C@@H](c2ccccc2/C=C/c2ccccc2)[C@@H](CO)N1S(=O)(=O)c1ccccc1	-12	.	-3
C[C@@H]1CCCCO[C@H](CN(C)C(=O)NC2CCCCC2)[C@@H](C)CN([C@H](C)CO)C(=O)c2cc(N(C)C)ccc2O1	3	63	0
C[C@@H]1CN([C@@H](C)CO)C(=O)c2cccc(NC(=O)Nc3ccc4c(c3)OCO4)c2O[C@@H]1CN(C)S(C)(=O)=O	4	12	-2

(next part)
canonical_smiles,T cruzi growth,KDM4C inh,C diff growth,Pf Dd2 growth
CC=Cc1ccc2n(c1=O)C[C@@H]1[C@@H](CO)[C@H](C(=O)NCc3ccccc3)[C@H]2N1C (mixture of isomers),84,-1.2,-1,6
C[C@@H]1CCCCO[C@@H](CN(C)Cc2ccc(Cl)c(Cl)c2)[C@@H](C)CN([C@@H](C)CO)C(=O)c2cc(NC(=O)Nc3ccc4c(c3)OCO4)ccc2O1,98,-1.9,6,-32
O=C(C[C@H]1CC[C@@H]2[C@H](COC[C@@H](O)CN2S(=O)(=O)c2cccc(Cl)c2)O1)NCCCN1CCOCC1,.,1.4,73&-14,23
COc1ccccc1CN(C)C[C@H]1OCc2cn(nn2)CCCC(=O)N([C@H](C)CO)C[C@@H]1C,13,-0.1,7,-22
CO[C@H]1CN(C)C(=O)c2cc(NC(=O)Nc3ccc(Cl)cc3)ccc2OC[C@@H](C)N(C(=O)Nc2c(C)noc2C)C[C@H]1C,9,-1.7,-4,8
C[C@@H]1CN([C@@H](C)CO)S(=O)(=O)c2ccc(C#Cc3ccccc3)cc2O[C@H]1CN(C)S(=O)(=O)c1ccccc1F,124*,-3.2,8,?
COc1ccccc1NC(=O)N1CC(=O)N2[C@H](CO)[C@@H](c3ccc(-c4cccc(C)c4)cc3)[C@H]2C1,.,-2.5,-15,-13
CC=Cc1ccc2n(c1=O)C[C@H]1[C@H](CO)[C@@H](C(=O)NCc3ccccc3)[C@@H]2N1Cc1ccccc1OC (mixture of isomers),.,-0.7,-1,1
C[C@@H]1CN([C@H](C)CO)C(=O)c2cc(NC(=O)Nc3ccccc3)ccc2O[C@@H]1CN(C)S(=O)(=O)c1cn(C)cn1,37,0.8,3,28
COc1ccccc1S(=O)(=O)N1CC[C@H]2[C@H](CO)Nc3ccc(-c4ccc(C#N)cc4)cc3[C@H]21,42,-1.3,3,13
Cc1ccccc1-c1ccc2c(c1)O[C@@H](CN(C)C(=O)c1ccccn1)[C@@H](C)CN([C@H](C)CO)S2(=O)=O,.,2.1,2,13
O=C(CC1CC1)N[C@H]1CC[C@H](CCNS(=O)(=O)c2ccc(F)cc2)O[C@H]1CO,-13,0.1,-2,10
CO[C@@H]1CN(C)C(=O)c2cc(NC(C)=O)ccc2OC[C@H](C)N(Cc2cncnc2)C[C@@H]1C,-8,-0.7,.,44
O=C(C[C@H]1C=C[C@H](NC(=O)Nc2cccc(F)c2)[C@H](CO)O1)NCC1CC1,.,-0.5,-3,21
Cc1noc(C)c1S(=O)(=O)Nc1cccc2c1O[C@H](CN(C)Cc1ccc3c(c1)OCO3)[C@H](C)CN([C@H](C)CO)C2=O,-8,0.5,.,3
C[C@@H]1CN([C@H](C)CO)C(=O)c2cc(Br)cnc2O[C@@H]1CN(C)Cc1ccc(F)cc1,-34,2.3,5,5
C[C@@H]1CN([C@@H](C)CO)C(=O)c2c(c3ccccc3n2C)-c2ccccc2CO[C@@H]1CN(C)S(=O)(=O)c1ccsc1,62,-1.5,-4,-33
O=C([C@H]1[C@H](CO)[C@H]2Cn3c(ccc(C4=CCCC4)c3=O)[C@@H]1N2C(=O)c1ccncc1)N1CCOCC1,49,1.8,1,.
CO[C@H]1CN(C)C(=O)c2ccc(NC(C)=O)cc2OC[C@H](C)N(Cc2ccncc2)C[C@H]1C,16,3.1,-1,9
C[C@@H]1CN([C@H](C)CO)C(=O)c2cccc(NC(=O)Nc3ccc4c(c3)OCO4)c2O[C@H]1CN(C)Cc1ccc2c(c1)OCO2,9,-1.1,3,-10
O=C(NCC[C@H]1CC[C@@H](NC(=O)C2CCC2)[C@H](CO)O1)c1cc(Cl)cc(Cl)c1,.,-2.3,-1,-9
C[C@@H]1CCCCO[C@@H](CN(C)S(=O)(=O)c2ccc(Cl)cc2)[C@@H](C)CN([C@@H](C)CO)C(=O)c2cc(NS(=O)(=O)c3ccc(Cl)cc3)ccc2O1,79,0.5,4,-79
C[C@H]1CN([C@@H](C)CO)C(=O)c2cc(NC(=O)Nc3ccc(C(F)(F)F)cc3)ccc2O[C@@H]1CN(C)CC1CCCCC1,-92,-0.1,1,16
CC(C)NC(=O)N1CC2(C1)[C@@H](c1ccccc1)[C@@H](CO)N2C(=O)C1CCOCC1,.,-1.1,-1,49
COc1cccc(CN2[C@H](CO)[C@H]3c4ccccc4N(C(=O)c4ccncc4)C[C@H]32)c1,1,1.7,-2,17
COc1cccc(NC(=O)Nc2ccc3c(c2)C(=O)N(C)C[C@H](OC)[C@@H](C)CN(CC2CC2)[C@@H](C)CO3)c1,.,7.6,-1,23
CC(C)C#Cc1ccc2c(c1)O[C@H](CN(C)C(=O)NC(C)C)[C@H](C)CN([C@H](C)CO)S2(=O)=O,68,0.1,-1,7
COc1ccc2c3c([nH]c2c1)[C@H](CO)N(C(=O)c1ccccc1)CC31CN(C(=O)c2cccc(F)c2)C1,.,-0.3,-7,2
O=C(Nc1ccc2c(c1)[C@H]1C[C@H](CC(=O)N3CCOCC3)O[C@@H](CO)[C@H]1O2)c1ccc2c(c1)OCO2,40,-0.1,1,26
COc1ccc(CN(C)C[C@H]2OCCCC[C@H](C)Oc3ccc(NS(=O)(=O)c4ccccc4)cc3C(=O)N([C@H](C)CO)C[C@@H]2C)cc1,-50,0.2,4,-30

One compound at a time (already shown). Screens in order: T cruzi growth, KDM4C inh, C diff growth, Pf Dd2 growth
O=C(CC1CC1)N[C@H]1CC[C@H](CCNS(=O)(=O)c2ccc(F)cc2)O[C@H]1CO is entered as -13, 0.1, -2, 10
CCS(=O)(=O)N1CC2(CN(C(=O)Nc3c(C)noc3C)[C@@H](CO)c3[nH]c4cc(OC)ccc4c32)C1 is entered as ., 0.0, 3, 25

Additional entries follow.
canonical_smiles,T cruzi growth,KDM4C inh,C diff growth,Pf Dd2 growth
CCC(=O)N(C)C[C@H]1Oc2ncc(C#Cc3cccnc3)cc2C(=O)N([C@@H](C)CO)C[C@H]1C,62,-0.8,0,5
O=C(C[C@@H]1C[C@@H]2c3cc(NS(=O)(=O)c4ccc(F)cc4)ccc3O[C@@H]2[C@H](CO)O1)NCc1cccc(F)c1,4,-4.6,1,-32
CO[C@@H]1CN(C)C(=O)c2ccc(NS(=O)(=O)c3ccccc3)cc2OC[C@@H](C)N(Cc2cccnc2)C[C@@H]1C,33,0.0,4,3
CC(C)NC(=O)N(C)C[C@H]1OCCCC[C@H](C)Oc2ccc(NC(=O)Nc3cccc4ccccc34)cc2C(=O)N([C@H](C)CO)C[C@@H]1C,-12,-0.1,-3,.
O=C(Cc1ccccn1)N1CC(=O)N2[C@H](CO)[C@H](c3ccc(C#CC4CCCC4)cc3)[C@H]2C1,.,0.9,-10,-38
N#C[C@@H]1[C@@H](c2ccc(-c3ccccc3F)cc2)[C@H](CO)N1C(=O)Cc1ccccc1,63,0.2,8,9
